L929 necroptosis = blocks zVAD induced death of L929 cells; L929 zVAD necroptosis rescue, ATP luminescence, 24 h; with zVAD 60 µM; viability rescue, % at 10 µM; hit rate 0.38% among 220,000; AID 1377;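 active means activation, scaled between plate controls, above about 75%, limit read from the data; inactive means activation under that limit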;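 further: 0% = zVAD with DMSO and 100% = DMSO alone without zVAD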
Calpain2 inh = inhibitors of pig calpain II. purified calpain II, fluorogenic peptide substrate, 30 min. AID 1236. inhibition, % at 16 µM. hit rate 0.37% among 220,000;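 active means inhibition above about 50%, limit read from the data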
EP2 mod = modulators of human EP2 prostaglandin E2 receptor; P43116; EP2-expressing cells, cAMP HTRF FRET, PGE2 co-stimulation; induction, % at 25 µM; hit rate 0.83% among 260,000;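 active means compounds whose cAMP rise, as percent of the full-agonist control response, exceeds 60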;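 further: rat C6 glioma line stably carrying human EP2 under a CMV promoter; the protocol text gives 20 µM as final concentration; 100% = response of wells given 1 µM PGE2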
Target sequence (P43116 whole entry, looked up): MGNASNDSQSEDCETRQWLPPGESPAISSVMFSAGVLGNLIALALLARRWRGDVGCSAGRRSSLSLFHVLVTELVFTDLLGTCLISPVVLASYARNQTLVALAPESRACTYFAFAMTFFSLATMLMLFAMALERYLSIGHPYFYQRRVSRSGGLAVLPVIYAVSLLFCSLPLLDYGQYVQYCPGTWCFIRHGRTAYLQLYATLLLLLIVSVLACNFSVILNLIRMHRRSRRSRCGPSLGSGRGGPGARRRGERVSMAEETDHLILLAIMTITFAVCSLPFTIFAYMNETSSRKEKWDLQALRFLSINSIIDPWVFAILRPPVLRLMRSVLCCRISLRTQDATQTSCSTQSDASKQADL
EP2 antag = EP2 receptor (human) inhibition; P43116; C6 glioma cells expressing human EP2, cAMP TR-FRET; cells stimulated with saturating PGE2; inhibition, % at 25 µM; hit rate 0.52% among 260,000; AID 1422;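 active means percent inhibition above 40 after rounding to a whole number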;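 further: rat C6 glioma host cells with rolipram phosphodiesterase inhibitor present; the protocol text gives 20 µM as final concentration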
eIF4E 4G PPI = eIF4E/eIF4G interaction inhibition in translation initiation; P63073+Q04637; TR-FRET eIF4E-eIF4GI(517-606) binding, 2 h; inhibition, % at 21.7 µM; hit rate 0.37% among 220,000;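 active means inhibition above about 30%, limit read from the data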;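 further: 0% = full FRET control wells and 100% = background wells lacking eIF4GI fragment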
Hck Nef HTS = inhibitors of human Hck kinase activated by Nef; P08631; Recombinant Hck-YEEI plus Nef, Z-Lyte FRET kinase assay; inhibition, % at 20 µM; hit rate 0.68% among 220,000; AID 463187;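 active means Hck-Nef kinase inhibition above about 50%, limit read from the data; inactive means inhibition below that limit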;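 further: 0% = DMSO with Hck plus Nef and 100% = Hck alone without Nef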
14-3-3 Bad PPI = disrupts binding of bovine 14-3-3 zeta to phospho-Bad peptide; P63103; TR-FRET 14-3-3zeta/Dy647-pBad peptide displacement, 1 h; inhibition, % at 21.7 µM; hit rate 0.71% among 220,000;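 active means inhibition above about 70%, limit read from the data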;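 further: 0% = full 14-3-3 plus peptide FRET controls and 100% = background without 14-3-3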
Target sequence (P63103 whole entry, looked up): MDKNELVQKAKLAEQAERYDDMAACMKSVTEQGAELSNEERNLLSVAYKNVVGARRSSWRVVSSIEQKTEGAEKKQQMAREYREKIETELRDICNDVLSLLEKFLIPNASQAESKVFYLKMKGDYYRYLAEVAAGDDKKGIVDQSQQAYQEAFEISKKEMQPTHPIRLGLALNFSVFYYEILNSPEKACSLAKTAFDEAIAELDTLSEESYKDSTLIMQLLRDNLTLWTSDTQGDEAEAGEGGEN
Rad51 HR inh = Rad51 (human) homologous recombination inhibition; hRad51 DNA strand exchange, fluorescence dequenching; inhibition, % at 10 µM; hit rate 0.085% among 200,000; AID 1385;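 active means inhibition above 40% at the single screening dose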;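 further: 0% = DMSO control wells and 100% = blanks with heterologous ssDNA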
Target sequence (Q06609 whole entry, looked up): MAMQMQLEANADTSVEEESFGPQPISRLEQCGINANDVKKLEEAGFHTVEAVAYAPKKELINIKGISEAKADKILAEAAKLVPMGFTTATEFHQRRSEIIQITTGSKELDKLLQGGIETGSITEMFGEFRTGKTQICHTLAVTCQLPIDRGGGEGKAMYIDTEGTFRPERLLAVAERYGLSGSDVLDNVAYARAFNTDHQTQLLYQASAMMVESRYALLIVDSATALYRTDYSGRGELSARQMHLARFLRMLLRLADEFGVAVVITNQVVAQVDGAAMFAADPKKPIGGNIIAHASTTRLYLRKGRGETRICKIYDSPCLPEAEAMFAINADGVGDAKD
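System: human Rad51 nucleoprotein filaments preassembled on unlabelled ssDNA. Reagent: labelled 47-mer dsDNA for strand exchange. Schedule: 30-min compound preincubation and 15-min exchange, both room temperature. Measured by: FRET fluorescence dequenching, excitation 485 nm, emission 520 nm. Read-out: Fluorescence-based percent inhibition, control- and blank-normalised. Benchmarks: plate controls and plate blanks.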
TbHK1 inh = T. brucei hexokinase 1 inhibition; recombinant TbHK1, G6PDH-coupled NADH A340; inhibition, % at 10 µM; hit rate 0.11% among 220,000;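 active means inhibition of 50% or more in the single-dose primary screen; inactive means inhibition below 50%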
* hit, by the source's call; i = inactive; · = no result given; & = joins results of further samples; [ ] = remark or other dose.

SMILES	L929 necroptosis	Calpain2 inh	EP2 mod	EP2 antag	eIF4E 4G PPI	Hck Nef HTS	14-3-3 Bad PPI	Rad51 HR inh	TbHK1 inh
NNC(=O)CNC(c1ccccc1)c1cc(Br)ccc1N (stereo not drawn)	0.3	-22.4	30.5	5.6	-7.8	6.6	-6.5	·	-12.5
Cc1cccc2cc(C#N)c(NCCCn3ccnc3)nc12	0.1	-261.9	12.6	6.7	1.6	24.5	-12.0	12.6	8.7
Cc1ccc(NS(=O)(=O)c2cc([N+](=O)[O-])ccc2N/N=C/c2sc(N3CCOCC3)nc2-c2ccccc2)c(C)c1	0.4	-3.6	20.0	11.0	-3.5	31.6	-0.6	-55.8	-34.2
Cc1ccccc1Nc1nc(N)nc(CSc2nc3ccccc3c(=O)n2C)n1	-0.1	-12.9	-37.8	13.8	-0.3	2.6	1.2	-7.3	-1.9
CCC1CCC(c2nnc(-c3ccc([N+](=O)[O-])cc3)o2)CC1 (stereo not drawn)	-0.5	13.6	1.5	0.7	5.8[fluorescence artefact?]	0.9	-1.6[fluorescence artefact?]	·	-9.9
CCn1c(-c2cccnc2)n[nH]c1=S	-0.3	8.4	14.6	-1.4	0.1	0.0	6.4[fluorescence artefact?]	-4.5	1.1
CCC(=O)NCCNc1nc2cc(C)c(C)cc2cc1C#N	0.2	i	-18.9	0.7	-0.8	5.6	0.1	-9.7	3.0
COc1ccc(-c2csc(NC(=O)c3cccs3)c2C(=O)O)cc1OC	1.3	-28.6	-36.5	11.4	0.8	21.5	-4.3	10.6	-26.0
CC(C)N1CSC(=S)N(Cc2ccccc2)C1	-1.4	-9.0	20.2	4.8	2.0	-3.7	-11.3	·	-1.8
COc1ccc(C)cc1N(C(=O)COc1cccc(F)c1)c1nc2ccccc2s1	-0.3	7.7	33.3	6.1	-0.4	1.2	-8.4	3.3	-2.5
CN(Cc1ccccc1)c1nc(N)c([N+](=O)[O-])c(NCc2ccccc2)n1	0.2	12.8	20.2	0.7	-5.2	4.6	0.9	4.4	0.3
N/C(=N\c1nc2c(c(=O)[nH]1)CCC2)Nc1cccc(Cl)c1	2.0	7.5	-15.8	4.0	6.6[fluorescence artefact?]	-3.3	-21.6	3.9	25.4
CCOCCCNc1ncnc2c1[nH]c1ccccc12	0.1	-49.1	-38.7	11.4	6.7	1.6	-17.2[fluorescence artefact?]	2.9	-15.1
CCOC(=O)C1(Cc2cccc(OC)c2)CCN(C(C)CC(C)(C)O)CC1 (stereo not drawn)	-1.4	-27.8	1.9	12.7	-2.1	20.9	-16.5	-2.3	1.6
CCN1CCN(C(=O)/C=C/c2ccc([N+](=O)[O-])cc2)CC1	-0.6	26.8	-3.6	2.7	2.3	-49.2	66.0[fluorescence artefact?]	13.5	-19.9
CCOC(=O)c1cc(-c2ccc(C)cc2)nc2nc(SC)[nH]c(=O)c12	0.5	-224.8	13.3	9.3	11.7	5.6	4.6[fluorescence artefact?]	14.1	-10.7
O=C(O)COCC(=O)N1CCN(C(c2ccccc2)c2ccccc2)CC1	0.0	-3.7	21.5	6.3	-0.2	12.9	-5.0	7.8	-9.3
COc1ccc(C)cc1NC(=O)c1nnn(Cc2cccc(C(F)(F)F)c2)c1N	1.2	-87.7	2.1	7.0	-2.4	21.0	-10.4	12.0	-0.6
O=C(c1ccc(Cl)cc1)c1ccc(CN2C(=O)c3ccccc3C2=O)o1	-0.1	-2.6	-4.5	5.8	-3.7	-0.1	1.2	0.8	-12.1
O=C1CSC(c2cccnc2)N1c1ccc(F)cc1 (stereo not drawn)	0.8	-10.1	9.3	4.6	3.3	0.5	-1.6	-2.6	-2.4
O=C(NCc1ccncc1)c1cncc(Br)c1	1.9	-24.1	21.7	5.6	4.0	20.1	-12.7	2.0	-2.7
CC1=C(C(=O)Nc2ccccn2)C(c2ccc(Cl)cc2Cl)NC(=S)N1 (stereo not drawn)	0.5	2.4	22.2	10.1	0.4	5.2	-3.6	8.7	-5.5
CSc1nc(SCC(N)=O)c2c3c(sc2n1)CN(C)CC3	2.1	-101.9	27.5	13.4	-4.7	0.7	4.1	-7.1	-28.1
CCOC(=O)c1ccc(NC(=O)CC2OCCN(CC)C2=O)cc1 (stereo not drawn)	0.6	16.8	-3.2	2.9	-5.6	3.7	-2.1[fluorescence artefact?]	-8.5	-6.0
O=C(CCNC(=O)c1ccccc1)NCC1CCCCC1	-1.1	33.2	-7.3	0.9	-0.7	6.6	10.8	-1.5	5.5
CC1CN(C(=O)Nc2ccc3snnc3c2)c2ccccc21 (stereo not drawn)	9.0	-5.4	-8.2	21.6	11.0	-0.3	6.1	1.1	-7.6
COc1cc(C)c(Cl)cc1S(=O)(=O)NCc1ccco1	-0.1	-3.3	16.0	11.7	-2.1	-4.0	-2.6	12.4	5.2
CC(C)CCn1c(CN2CCN(c3cccc(Cl)c3)CC2)nc2c1c(=O)n(C)c(=O)n2C	0.2	3.4	30.9	11.7	-21.1	36.5	-1.9	6.1	-12.4
O=C(NCc1ccco1)c1ccc(Cl)nc1	0.8	-6.6	15.3	10.3	6.2	-3.2	-6.6	-9.9	-10.0
O=C(Nc1ccccc1)OC1C2CCC1C(N1CCCCC1)CC2 (stereo not drawn)	-0.4	9.6	-19.9	6.3	5.9	-0.4	-2.4	3.2	-8.3
O=C(NCc1cccnc1)/C(=C\c1ccc(-c2ccc(Br)cc2)o1)S(=O)(=O)c1ccccc1	-0.8	-75.8	8.2	6.7	0.9	1.7	7.3	3.6	-28.3
Cc1ccc2c(c1)C(c1ccc([N+](=O)[O-])cc1)=NNC(c1ccc(Br)cc1)=N2	1.0	6.9	3.4	7.6	0.1[fluorescence artefact?]	1.0	-13.0	-9.1	8.3
CCOC(=O)N/N=C/c1cn(Cc2ccc(F)cc2)c2ccccc12	2.1	-19.9	-37.5	3.0	-1.1	16.4	1.1	-8.8	-11.2
O=C(NC1CC1)C1=C[C@H](C2CCCCC2)C[C@H](OCCCCO)O1	0.1	-19.4	-8.0	2.3	-0.8	25.3	-4.9	-5.3	-16.0
CCn1c(NCc2cccc(OC)c2OC)nc2ccccc21	-0.7	14.6	-13.1	10.4	-0.7	7.6	2.6	-0.1	-2.7
O=C(CCc1nc2ccccc2[nH]c1=O)OCc1ccc(S(=O)(=O)N2CCOCC2)cc1	-0.2	-10.0	-12.8	14.8	4.3	0.4	2.0	8.8	-11.6
CCOc1c2ccc(C(=O)NCc3cc(C(F)(F)F)cc(C(F)(F)F)c3)cc2nn1CCOC	0.3	i	26.4	8.0	-1.3	-0.4	11.0	1.0	-10.9
CC(C)(C)c1cc(=O)[nH]c(SCc2ccccc2Cl)n1	-2.4	30.9	47.0	8.6	1.0	16.3	3.8	0.1	9.2
O=C(NC1CCCCCC1)c1c2c(nc3ccccc13)CCN(Cc1ccccc1)C2	-0.2	-47.6	3.2	8.2	2.2[fluorescence artefact?]	5.1	-13.2	-24.5	-3.7
C=Cc1ccc(CSc2cc(C)nc3nc(C)nn23)cc1	0.0	-23.7	-2.0	10.6	-6.5	49.9	10.0	-12.8	-8.5
S=C(NCc1cccnc1)Nc1ccc(Cl)c(Cl)c1	-0.4	27.0	-32.9	14.5	0.8	-1.2	4.9	-6.0	2.7
C=CCNc1nc(N)c(C(=O)c2ccc3c(c2)OCO3)s1	0.4	4.4	17.7	15.4	7.7	1.4	3.1	7.0	-26.1
CCC(C)(C)NC(=O)C(c1ccc(C)o1)N(Cc1cccs1)C(=O)Cn1nnc2ccccc21 (stereo not drawn)	-0.6	-22.4	37.1	8.8	-6.5	0.4	5.1	8.8	10.5
O=C(CC1SCCNC1=O)Nc1ccc(Cl)c(Cl)c1 (stereo not drawn)	1.8	10.0	-49.7	3.6	-0.6	25.2	-6.7	10.2	2.0
CCOC(=O)c1ccc(NC(=O)C2CCCN(S(=O)(=O)c3ccc(F)cc3)C2)cc1 (stereo not drawn)	0.4	3.9	-32.7	7.0	1.4	1.7	-6.8	-0.8	1.2
COc1ccc(CCNC(=O)c2cn3ccc(C)cc3n2)cc1OC	-0.7	21.8	-20.1	7.7	2.3	0.7	5.5	4.0	2.4
COc1ccc(NC(=O)CCSCCC(=O)Nc2ccc(OC)cc2OC)c(OC)c1	0.8	0.2	-0.8	6.3	2.4	2.6	-9.7	2.9	-5.3
CCCNC(=O)NC(=O)COC(=O)c1ccc(OC)c(S(=O)(=O)N2CCCc3ccccc32)c1	-0.1	43.8	25.0	7.2	2.1	3.1	-0.6	-9.6	1.1
NC(=O)c1ccccc1NC(=O)c1ccccc1S(=O)(=O)c1ccccc1[N+](=O)[O-]	0.1	21.4	-8.1	5.1	-27.8[fluorescence artefact?]	-1.5	24.3	7.5	35.0
CCCc1cc(C(=O)Nc2cccnc2Cl)no1	1.1	-0.2	7.1	6.4	5.0[fluorescence artefact?]	-1.4	-0.8[fluorescence artefact?]	3.9	-6.9
Cc1ccc(C(=O)NCC(=O)OC(C)C(=O)NCCC2=CCCCC2)cc1C (stereo not drawn)	1.8	9.3	23.6	10.1	2.4[fluorescence artefact?]	3.7	5.6	·	-0.5
COc1ccc(OC)c(S(=O)(=O)N2CCC(C(=O)N(C)Cc3ccccc3)CC2)c1	-0.4	24.7	-28.7&-14.5	3.9&2.8	0.0	5.1	-4.2	9.7	-3.6
CCc1nc(C)cn1S(=O)(=O)c1cc(OC)c(C)cc1C	0.1	-16.3	15.0	6.1	2.0	1.5	-1.7	2.5	1.3

10 entries already listed, arranged by molar mass, descending.
SMILES	L929 necroptosis	Calpain2 inh	EP2 mod	EP2 antag	eIF4E 4G PPI	Hck Nef HTS	14-3-3 Bad PPI	Rad51 HR inh	TbHK1 inh
CCC(C)(C)NC(=O)C(c1ccc(C)o1)N(Cc1cccs1)C(=O)Cn1nnc2ccccc21 (stereo not drawn)	-0.6	-22.4	37.1	8.8	-6.5	0.4	5.1	8.8	10.5
COc1ccc(NC(=O)CCSCCC(=O)Nc2ccc(OC)cc2OC)c(OC)c1	0.8	0.2	-0.8	6.3	2.4	2.6	-9.7	2.9	-5.3
CCOC(=O)c1ccc(NC(=O)C2CCCN(S(=O)(=O)c3ccc(F)cc3)C2)cc1 (stereo not drawn)	0.4	3.9	-32.7	7.0	1.4	1.7	-6.8	-0.8	1.2
COc1ccc(OC)c(S(=O)(=O)N2CCC(C(=O)N(C)Cc3ccccc3)CC2)c1	-0.4	24.7	-28.7&-14.5	3.9&2.8	0.0	5.1	-4.2	9.7	-3.6
NC(=O)c1ccccc1NC(=O)c1ccccc1S(=O)(=O)c1ccccc1[N+](=O)[O-]	0.1	21.4	-8.1	5.1	-27.8[fluorescence artefact?]	-1.5	24.3	7.5	35.0
O=C(CC1SCCNC1=O)Nc1ccc(Cl)c(Cl)c1 (stereo not drawn)	1.8	10.0	-49.7	3.6	-0.6	25.2	-6.7	10.2	2.0
S=C(NCc1cccnc1)Nc1ccc(Cl)c(Cl)c1	-0.4	27.0	-32.9	14.5	0.8	-1.2	4.9	-6.0	2.7
CCc1nc(C)cn1S(=O)(=O)c1cc(OC)c(C)cc1C	0.1	-16.3	15.0	6.1	2.0	1.5	-1.7	2.5	1.3
C=CCNc1nc(N)c(C(=O)c2ccc3c(c2)OCO3)s1	0.4	4.4	17.7	15.4	7.7	1.4	3.1	7.0	-26.1
CCCc1cc(C(=O)Nc2cccnc2Cl)no1	1.1	-0.2	7.1	6.4	5.0[fluorescence artefact?]	-1.4	-0.8[fluorescence artefact?]	3.9	-6.9

Not all compounds are listed. The share of hits here may be higher or lower than overall.
